Source: PubChem BioAssay
L major viab: Leishmania major promastigote growth inhibition; Leishmania major promastigotes, resazurin fluorescence viability; inhibition, % at 10 µM; 9% of 200,000 active; AID 1063; in the data active = inhibition above about 50%;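 also: promastigotes grown with compound for 44 hours at 28 °C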
FLuc inh counter: inhibits firefly luciferase, flagging false hits in luciferase inhibition screens; P08659; ATPLite firefly luciferase biochemical luminescence, 10 min; inhibition, % at 10 µM; 1.5% of 200,000 active; AID 1006;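 active = inhibition above about 50% when tested at 10 µM, limit read from the data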
Target sequence (P08659 whole entry, looked up): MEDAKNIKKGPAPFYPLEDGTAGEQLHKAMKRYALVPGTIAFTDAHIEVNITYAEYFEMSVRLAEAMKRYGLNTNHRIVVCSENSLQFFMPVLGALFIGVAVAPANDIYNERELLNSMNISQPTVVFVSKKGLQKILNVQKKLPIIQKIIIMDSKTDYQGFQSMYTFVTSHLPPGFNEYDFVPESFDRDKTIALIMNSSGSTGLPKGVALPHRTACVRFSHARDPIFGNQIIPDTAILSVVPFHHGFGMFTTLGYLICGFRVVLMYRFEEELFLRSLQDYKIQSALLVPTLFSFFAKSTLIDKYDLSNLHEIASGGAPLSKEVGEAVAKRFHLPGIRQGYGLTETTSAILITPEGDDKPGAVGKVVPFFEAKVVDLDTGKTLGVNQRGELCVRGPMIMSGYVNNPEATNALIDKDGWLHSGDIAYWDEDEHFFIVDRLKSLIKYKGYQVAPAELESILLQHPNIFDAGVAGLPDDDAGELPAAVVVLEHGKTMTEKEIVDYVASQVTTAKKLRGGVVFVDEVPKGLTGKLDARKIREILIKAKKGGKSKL
TNAP act hi DEA: activators of human TNAP at high phosphate acceptor concentration; purified TNAP, CDP-star luminescence, 1 M DEA, 30 min; active compounds read high; 0 = EDTA background, 1 = DMSO-only activity; activation factor at 20 µM; 200,000 tested, under 10 active;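 active = activation factor at least 2 at 20 µM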
Target sequence (P05186 whole entry, looked up): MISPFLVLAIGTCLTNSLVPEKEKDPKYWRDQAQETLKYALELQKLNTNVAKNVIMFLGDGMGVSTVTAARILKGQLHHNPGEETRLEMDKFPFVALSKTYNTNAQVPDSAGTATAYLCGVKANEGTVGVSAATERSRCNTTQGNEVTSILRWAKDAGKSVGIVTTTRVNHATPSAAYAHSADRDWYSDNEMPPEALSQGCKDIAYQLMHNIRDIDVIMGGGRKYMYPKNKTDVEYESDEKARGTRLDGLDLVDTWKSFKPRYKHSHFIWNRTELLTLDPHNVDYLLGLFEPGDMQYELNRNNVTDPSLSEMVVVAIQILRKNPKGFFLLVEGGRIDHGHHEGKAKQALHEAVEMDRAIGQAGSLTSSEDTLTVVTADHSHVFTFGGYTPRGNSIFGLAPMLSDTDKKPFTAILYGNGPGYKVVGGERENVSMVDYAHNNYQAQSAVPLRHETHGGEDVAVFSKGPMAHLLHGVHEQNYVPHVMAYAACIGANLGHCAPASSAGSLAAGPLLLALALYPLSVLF
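Assay system: human TNAP; Input: enzyme diluted 1/800 final; Reagent: CDP-star luminogenic substrate at 100 µM final; Timing: 30 min, room temperature; Signal: luminescence; Evaluation: TNAP activation factor scaled between EDTA and DMSO control wells.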
RAM network inh: inhibitors of the yeast RAM network; inhibition, % at 50 µM; 1.8% of 190,000 active; AID 868; S. cerevisiae dse1pr::URA3 reporter, 5-FOA growth OD615, 2 d; analog-sensitive cbk1-as2 kinase mutant strain;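 active = inhibition above a set limit, 3 SD over mean compound inhibition, cut at about 8.4% in these data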;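 also: 0% = DMSO-only wells with no growth and 100% = 10 µM 1-NA-PP1 full growth; inhibition rescues growth on 5-FOA so higher OD means more RAM inhibition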
bIAP act: intestinal alkaline phosphatase (bovine) activation | 0.17% of 200,000 active | purified bovine IAP, CDP-star luminescence, 30 min; active compounds read high; fold of DMSO-control signal, blank-subtracted | activation factor at 20 µM;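 active = activation factor of 2 or more at 20 µM, a signal rise over negative controls twice the positive control's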
TNAP inh hi DEA: TNAP (human) inhibition, high acceptor | purified TNAP, CDP-star luminescence, 1 M DEA | AID 1135 | 0.03% of 200,000 active | P05186 | inhibition, % at 20 µM;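 active = over 50% inhibition of tissue-nonspecific alkaline phosphatase at 20 µM in the single-dose screen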;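 also: plate controls were DMSO wells for no effect and EDTA-quenched wells as full inhibition for full effect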
FLuc stim CS: affects firefly luciferase, flagging false hits in luciferase stimulation screens | P08659 | ATPlite luciferase biochemical, luminescence, 10 min; 0 = ATP-free wells, 1 = DMSO control | activation factor at 10 µM | 200,000 tested, under 10 active;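 active = luciferase activation factor, scaled between plate controls, of at least 2 with compound at 10 µM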
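Material: luciferase plus luciferin reagent, cell-free. Medium: PBS buffer for ATP. Also added: ATP substrate, dispensed from a 10.24 µM working solution in PBS. Doses: test compounds dosed from 2 mM stocks in 100% DMSO. Incubation: 10 min post-reagent at room temperature. Technique: light output (luminescence). Read-out basis: luminescence gain marking luciferase activators.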
TNAP inh no acc: blocks human TNAP activity with no phosphate acceptor present. inhibition, % at 20 µM. AID 1012. purified TNAP, CDP-star luminescence, 30 min. P05186. 0.26% of 200,000 active;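 active = tissue-nonspecific alkaline phosphatase inhibition above about 50% at 20 µM in the single-dose screen, limit read from the data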;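 also: 0% = DMSO negative control and 100% = EDTA positive control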
APP transl inh: APP translation inhibition. SH-SY5Y APP 5'UTR-luciferase reporter, luminescence. inhibition, % at 2 µM. 0.82% of 190,000 active;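 active = inhibition above a set limit, derived from the sample mean plus 3 SD, cut at about 45% in these data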; also: values of inactives mirror those of a sister screen read the other way
bIAP inhibitor: blocks bovine intestinal alkaline phosphatase activity | AID 1019 | inhibition, % at 20 µM | purified bovine IAP, CDP-star luminescence, 30 min | 190,000 tested, under 10 active;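 active = over 50% inhibition of intestinal alkaline phosphatase at 20 µM in the single-dose screen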
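test system = bovine IAP enzyme | medium = DEA buffer 100 mM, pH 9.8, with MgCl2 1.0 mM, ZnCl2 0.02 mM | detection = luminescence | dosing = single compound dose of 20 µM, 2% DMSO final | incubation = 30 min reaction at room temperature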
Starred values were filed as active, the others as inactive.

SMILES	TNAP inh no acc	L major viab	FLuc stim CS	TNAP act hi DEA	TNAP inh hi DEA	FLuc inh counter	APP transl inh	bIAP act	RAM network inh	bIAP inhibitor
COCCNC(=O)CN1CCC(NC(=O)Nc2ccccc2)CC1	-10	-9	1	1	-2	-3	2	1	-0.1	1
Cc1cc(Nc2ccccc2)n(C(=O)c2ccccc2)n1	2	0	1	1.1	-8	3	-4	1	0.3	2
C#CCOCCOCCOCCNc1nc(N2CCN(C(=O)[C@H]([C@@H](C)CC)n3cc([C@@H](N)CC(C)C)nn3)CC2)nc(N2CCN(C(=O)[C@H](Cc3ccc(O)cc3)n3cc([C@@H](N)CC(C)C)nn3)CC2)n1	-32	-6	1.1	1.1	-8	-5	2	1.3	-0.1	-27
COc1cc(C(=O)Nc2ccccn2)cc(OC)c1OC	-7	0	1.1	1.1	-7	-8	-8	1	2.8	4
CCCCc1ccc(Nc2ncccc2C#N)cc1	-7	-4	0.8	1	-3	25	-105	0.9	0.4	12
O=C(Nc1cccc(F)c1)C1C2C=CC3(CN(CCCN4CCOCC4)C(=O)C13)O2 (stereo not given)	6	-6	1	1	2	2	-18	1.1	-0.7	-8
Cc1nc(CSc2ccccc2)cc(=O)[nH]1	-2	-8	1	1	-3	-3	-4	1.1	1.1	-7
N#CCCN(Cc1cccnc1)S(=O)(=O)c1ccc(S(=O)(=O)N2CCCCCC2)cc1	-4	-5	1	1	-2	-4	-3	0.9	1.3	7
CC(C)=N/N=c1\scc(C)n1Cc1ccco1	-17	-5	1	1	-2	3	-17	1.1	4.1	-6
C/C(=N\NC(=O)c1c(-c2ccccc2Cl)noc1C)c1cccc(NC(=O)C(C)C)c1	-2	16	1	1	-1	-5	-14	0.7	0.1	26
Cc1ccc(-n2c(SCC(=O)Nc3ncc(Cl)cc3Cl)nc3ccccc32)cc1	-3	89*	1	1.1	-7	-2	30	1	3.3	4
CC(C)c1nc(SCC(=O)N2CCCC2)c2ccccc2n1	-16	15	1	1	-4	1	8	1.1	1.2	-10
CCn1c(=O)c([N+](=O)[O-])c(NCCc2ccccc2)c2ccccc21	-6	100*	1	1	-1	-3	14	0.9	3.6	8
Cc1ccc2oc(=O)cc(/C=C/c3ccccc3)c2c1	-6	0	1	1	-2	-4	16	1.3	2.7	-34
CCOc1cc(C(=O)Nc2cccc(C(C)=O)c2)ccc1OCC(=O)N1CCCCC1	1	-6	1	1	1	-2	2	1.2	0.4	-17
Cc1ccc(S(=O)(=O)Cc2ccc(C(=O)NCc3ccc4c(c3)OCO4)o2)cc1	-14	4	1.1	1	-4	-6	2	1.1	1.3	-13
CC1CCN(c2oc(-c3cccc4ccccc34)nc2C#N)CC1	-23	-1	0.8	1.1	-9	25	18	0.9	3.1	14
Cc1nc2ccc(NC(=O)N3CCCCC3)cc2nc1C	-4	8	1	1	-3	-4	-6	0.8	0.4	19
CCOC(=O)c1[nH]c(C)c(C(=O)NCc2ccc(OC)cc2)c1C	-3	-6	1.1	1.1	-8	-7	12	0.9	0.9	6
Cc1ccc(-c2c[n+](CC(=O)Nc3nc(-c4ccc(F)cc4)cs3)c3n2CCC3)cc1	-19	7	1	1	1	-3	-21	1	-0.2	1
O=C(NC1c2ccccc2-c2ccccc21)c1ccco1	1	5	1.1	1	-5	-6	-5	0.9	3.5	9
Cc1ccc(-n2ncc3c(=O)[nH]c(SCC(=O)N4CCCc5ccccc54)nc32)cc1	-6	6	1	1	0	-4	-13	1	12*	4
C/C(N)=C(/C#N)C(=O)CSc1nnc(COc2cc(C)ccc2C)o1	-6	0	1.1	1	-3	-8	-1	1	4.4	4
CCCCCCCC(=O)NNC(=O)Cc1ccccc1	-4	-6	1	1	-1	0	0	1	2.0	-4
CC(=O)Nc1nonc1NC(=O)COc1ccccc1	-53	-4	1.1	1	-4	-5	-1	1.2	-0.7	-15

Going on with the list.
SMILES	TNAP inh no acc	L major viab	FLuc stim CS	TNAP act hi DEA	TNAP inh hi DEA	FLuc inh counter	APP transl inh	bIAP act	RAM network inh	bIAP inhibitor
CCn1nnnc1NCc1cccc(Cl)c1	2	-8	1.1	1	-3	-6	-16	0.9	-1.2	6
Cc1ccccc1C(=O)N/N=C/c1ccc(OCC(=O)N2CCCCC2)cc1	-6	-5	1	1	-1	0	7	0.9	1.0	6
O=C(COC(=O)c1cccc([N+](=O)[O-])c1)NCc1ccc2c(c1)OCO2	0	-6	1.1	1	-1	-8	-4	0.9	5.5	9
COc1cccc(NC(=O)N2CCCC2C(=O)NCc2ccccc2)c1 (stereo not given)	-10	2	1	1	-1	-3	-22	1.2	0.7	-15
S=C(Nc1ccc(Br)cc1Cl)NN1CCOCC1	-9	39	1	1	-1	-3	1	1	1.7	-3
Cc1cc(NC(=O)CSc2nc3ccccc3n2CC(=O)N2CC(C)CC(C)C2)no1 (stereo not given)	-11	-3	1	1	-5	-1	11	0.9	2.5	10
Cc1sc2ncnc(Sc3nnc4sc5ccccc5n34)c2c1C	-5	15	1	1	0	3	0	1.1	1.1	-6
Cc1ccc(S(=O)(=O)NCC(=O)N(CC(=O)NCC2CCCO2)Cc2ccco2)cc1 (stereo not given)	-7	-5	1.1	1	-2	-6	1	1	2.0	-3
Cc1ccc(/C=N/n2c(C)nc3ccccc3c2=O)o1	-9	-10	1.1	1	-1	-7	6	1	0.4	3
COc1ccc(CCC(C)Nc2ccccc2F)cc1 (stereo not given)	0	-9	1.1	1	-3	-7	6	0.9	-0.5	7
CCN(CC)CCN1C(=O)C(=O)/C(=C(/O)c2ccc(F)cc2)C1c1ccncc1 (stereo not given)	-3	0	1.1	1	-3	-7	11	0.9	-0.4	13
O=C(NCCc1csc(-c2cccnc2)n1)c1ccc(Br)o1	-3	-8	1	1	4	1	-2	1	1.8	3
COc1ccc(NC(=O)C2CCCN(S(=O)(=O)c3ccc(C)cc3)C2)cc1OC (stereo not given)	-8	1	1	1	-2	-5	16	1.2	3.2	-17
CCOC(=O)C(C(C)=O)C(c1ccc(OC)cc1)C(C(C)=O)C(=O)OCC (stereo not given)	-14	-2	1	1	-4	-5	7	1	0.8	2
Cc1cc(C(=O)Nc2cccnc2)on1	-10	-7	1	1	-2	1	-14	0.9	1.4	9
CCOc1ccc(C2Sc3ccccc3NC3=C2C(=O)OC3)cc1 (stereo not given)	-10	16	1	1.1	-6	-2	-6	0.9	4.4	11
Cc1ccc(C(=O)NC(NC(=O)c2ccc(C)cc2)c2cccc([N+](=O)[O-])c2)cc1	-6	11	1	1	1	-3	-6	0.9	7.8	14
CCCOC(=O)c1ccc(NC(=O)c2nc3nc(C)cc(C)n3n2)cc1	0	7	0.9	1	2	9	-12	1.1	3.5	-6
Cc1cc([N+](=O)[O-])nn1CCCC(=O)Nc1sc2c(c1C(N)=O)CCCC2	-2	6	1	1	-2	-3	18	0.8	5.3	23
CC(C)(C)OC(=O)[C@H](Cc1ccccc1)NC(=O)c1nc[nH]c1C(=O)NCc1ccccc1	-10	-12	1	1	-5	-4	10	1	8.0	-2
O=C(NC(=S)Nc1ccc(N2CCCCC2)cc1)c1cccs1	9	-7	0.6	1	-1	36	-136	0.9	0.5	8
Cc1c(C=O)c2ccccn2c1C(=O)c1ccccc1	-8	-8	1.1	1	-1	-6	10	0.9	7.2	13
Cc1cccc(-n2c(CNC(=O)c3ccc(S(=O)(=O)N(C)C)cc3)nnc2SCC(=O)Nc2ccc(F)cc2)c1	0	-8	1	1	-4	-2	15	0.9	-0.3	5
O=C(O)CSc1cccc[n+]1[O-]	-11	-2	1	1	-1	-4	2	1	-0.5	-3
CCOC(=O)C1CCN(c2nc3ccccc3nc2C(C#N)C(=O)NCCc2ccccc2)CC1 (stereo not given)	1	28	1.1	0.9	5	-9	-19	0.8	3.7	24

Profiles, looked up by structure. Order of screens: TNAP inh no acc	L major viab	FLuc stim CS	TNAP act hi DEA	TNAP inh hi DEA	FLuc inh counter	APP transl inh	bIAP act	RAM network inh	bIAP inhibitor
Entry for CC(C)(C)OC(=O)[C@H](Cc1ccccc1)NC(=O)c1nc[nH]c1C(=O)NCc1ccccc1 : -10	-12	1	1	-5	-4	10	1	8.0	-2
Entry for O=C(COC(=O)c1cccc([N+](=O)[O-])c1)NCc1ccc2c(c1)OCO2 : 0	-6	1.1	1	-1	-8	-4	0.9	5.5	9
Entry for CCn1nnnc1NCc1cccc(Cl)c1 : 2	-8	1.1	1	-3	-6	-16	0.9	-1.2	6
Entry for Cc1sc2ncnc(Sc3nnc4sc5ccccc5n34)c2c1C : -5	15	1	1	0	3	0	1.1	1.1	-6
Entry for Cc1ccc(S(=O)(=O)NCC(=O)N(CC(=O)NCC2CCCO2)Cc2ccco2)cc1 (stereo not given) : -7	-5	1.1	1	-2	-6	1	1	2.0	-3

Next compounds:
SMILES	TNAP inh no acc	L major viab	FLuc stim CS	TNAP act hi DEA	TNAP inh hi DEA	FLuc inh counter	APP transl inh	bIAP act	RAM network inh	bIAP inhibitor
Cc1cc(NC(=O)CCCSc2nc(-c3ccco3)cc(C(F)(F)F)n2)no1	-1	-6	1.2	1	-3	-22	-8	0.8	3.7	15
Cc1ccc(-c2cc(C(=O)O)n[nH]2)s1	77*	1	1	1	-1	4	-6	0.9	-0.1	6
O=C(N/N=C/c1ccc(O)cc1)c1ccc(COc2cc(Cl)ccc2Cl)o1	-1	-2	0.9	1	5	5	2	1	1.2	-2
COC(=O)CSc1nnc([C@H](CC(C)C)NC(=O)OC(C)(C)C)o1	-5	15	1.1	1.1	-6	-8	-8	0.9	0.1	8
Cc1ccc(SCCC(=O)NC(C(C)C)C(C)C)cc1	-22	59*	1.1	1	-1	-8	5	1	0.9	4
Cc1cc(C)c(C#N)c(SCC(=O)CC(=O)OC(C)C)n1	-11	1	1.1	1.1	-6	-7	-6	0.9	1.8	7
Cc1ccc(N2C(=S)SC3CS(=O)(=O)CC32)cc1 (stereo not given)	7	-6	1.1	1	0	-7	-20	0.9	1.8	6
C=CS(=O)c1sc(Cl)c(N2CCOCC2)c1[N+](=O)[O-] (stereo not given)	-15	21	1	1	-4	-2	83*	0.9	-1.6	10
CCCC(C(=O)c1ccccc1)n1cncn1 (stereo not given)	-11	-3	1.1	1	-4	-6	-15	0.9	2.3	13
CC1C2C(C)N(C)C(=O)N(C)C2N(C)C(=O)N1C (stereo not given)	-10	-3	1	1	-4	-2	-5	1	1.1	3
CCOC(=O)N1CCN(C(=O)c2cn(C)c3ccc(S(=O)(=O)N4CCC(C)CC4)cc3c2=O)CC1	-9	-6	1.1	1	-4	-6	7	0.9	-0.4	6
Clc1cnc(N/N=C/c2cccs2)c(Cl)c1	-38	-1	0.8	1.1	-5	23	-70	1	1.6	5
Cc1ccc(-c2csc(NC(=O)C3CC(=O)N(Cc4ccco4)C3)n2)cc1 (stereo not given)	-4	4	1.1	1.1	-8	-9	-28	1.1	2.6	-5
CN(C)CCNC(=O)/C=N/O	-8	0	1	1	-4	-4	-9	1.1	0.7	-14
